# PAX8 reporter – lowers PAX8-driven luciferase in RMG-I cells; RMG-I TPO-luciferase reporter, SteadyGlo, 24 h; 360,000 compounds, 1.2% hits; inhibition, % at 12.6 µM;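 active = mean replicate inhibition at least 60% with every replicate also reaching 60%; inconclusive = only one of the two criteria is met; inactive = mean below 60% and not all replicates reaching 60%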;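 also: luciferase light reporting Pax8 driven TPO promoter activity; plate controls were median of neutral control wells for no effect and mitoxantrone controls for full effect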
# PglD inh – PglD (C. jejuni) enzyme inhibition | 360,000 compounds, 0.098% hits | inhibition, % at 12.5 µM | purified PglD enzyme, DTNB colorimetric CoA detection; in the data active = inhibition above about 16%, passing the limit was not always enough; inconclusive = no clear call, values can overlap the other calls; also: strong numbers were not always called active
# LGR2 antag – blocks bursicon-induced cAMP signaling via Drosophila LGR2; HEK293 LGR2, CRE-luciferase, bursicon-stimulated, 4 h; inhibition, % at 9.99 µM; 380,000 compounds, 0.35% hits;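 active = drop in luminescence signal, shown as inhibition above about 50% in the replicate tests, limit read from the data, passing the limit was not always enough; inconclusive = probably only some replicates passing the limit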;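 also: agonist challenge used bursicon conditioned medium at about half maximal strength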
# GSIS activator – primary screen for activators of insulin secretion dependent on glucose, INS-1E cells, GLuc reporter luminescence; 370,000 compounds, 0.61% hits; INS-1E GLuc reporter insulin secretion, 2-3 h; AID 743287; activation, % at 16.6 µM;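 active = lowest replicate activation of at least 40%, so every replicate reaches that level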;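 also: 0% = median of neutral control wells and 100% = median of IBMX positive control wells; some compounds called inactive have numbers as strong as hits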
# Cneo AK release – causes C. neoformans cell lysis | adenylate kinase release luminescence, 4 h; normalised: neutral wells 0, clomiphene wells 100 | lysis activity, % at 15 µM | 360,000 compounds, 0.2% hits | AID 651654;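 active = mean lysis activity across replicates of at least 80%, whatever share of replicates individually reach that level; inactive = mean lysis activity below 80%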
#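 Material: C. neoformans cells; Schedule: 4 h static compound exposure, 37 °C, read 1 h post-reagent; Measured by: adenylate kinase release luminescence; Read-out: signal increase indicating cell lysis; Controls: Clomiphene as positive lysis control.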
# ARNT TACC3 PPI – disruptors of human ARNT/TACC3 interaction | AID 623870 | 390,000 compounds, 0.66% hits | inhibition, % at 9.99 µM | AlphaScreen His-ARNT PAS-B/GST-TACC3 binding, luminescence; TACC3 fragment carries E629A point mutation;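 active = mean inhibition of replicates at least 50% and at least half of replicates each reaching 50%; inconclusive = half or more replicates reach 50% but mean below 50%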;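 also: 0% = complete ARNT plus TACC3 wells and 100% = ARNT alone without TACC3; many hits fall short of the cut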
# C2C12 statin – suppression of simvastatin myotoxicity; C2C12 myotubes + simvastatin, ATP luminescence, 48 h; scaled: DMSO 0, geranylgeraniol control 100; rescue of ATP level, % at 7.49 µM; 330,000 compounds, 0.78% hits;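 active = mean ATP rescue above about 67%, or every replicate alone reaching that limit, limit read from the data, passing the limit was not always enough; inconclusive = no clear call, values can overlap the other calls; inactive = mean under the limit and some replicate under it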;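 also: myotubes were challenged with 10 µM simvastatin during compound exposure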
# PGC1a acetyl inh – PGC1a acetylation modulation, inhibitor mode; U2OS PGC1a acetylation, AlphaScreen anti-acetyl-lysine; with virally co-expressed GCN5 acetyltransferase; inhibition, % at 15.6 µM; 350,000 compounds, 0.17% hits;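 active = every replicate shows inhibition of at least 40%; inconclusive = mean inhibition at least 40% but some replicate below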;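 also: 0% = neutral control wells and 100% = positive control wells; some results beyond the cut were filed as inactive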
# Starred values were filed as active, the others as inactive; u = inconclusive; x = not tested or not shown; & = joins results of further samples.
1: CO[C@H]1CN(C)C(=O)c2cc(NC(=O)NC(C)C)ccc2OC[C@@H](C)N(Cc2cncnc2)C[C@H]1C
2: C=CCn1c(-c2c[nH]c3ccccc23)n[nH]c1=S
3: O=C(COC(=O)CN1CCSC1=O)Nc1ccc(F)cc1Cl
4: CCC(=O)Nc1ccc(NC(=O)CSc2nnc(C(C)C)n2C)cc1
5: CCNc1nc(NCC)n2c(SCC(=O)NC34CC5CC(CC(C5)C3)C4)nnc2n1

compound no.,1,2,3,4,5
PAX8 reporter,-7,27,-18,x,3
PglD inh,8,-1,-2,3,4
LGR2 antag,-27,x,18,-3,-28
GSIS activator,4,x,6,17,-8
Cneo AK release,-4,2,-1,0,-1
ARNT TACC3 PPI,-8,-4,-9,-3,-5
C2C12 statin,-5,31,0,-7,0
PGC1a acetyl inh,-1,-8,5,10,x

6: CCCS(=O)(=O)N1CCC(C(=O)N2CCOCC2)CC1
7: COc1ccc(/C(O)=C2/C(=O)C(=O)N(CCCN(C)C)C2c2ccccc2)cc1OC (stereo unspecified)
8: CO[C@@H]1CN(C)C(=O)c2cc(NC(=O)NC3CCCCC3)ccc2OC[C@@H](C)N(C(C)=O)C[C@H]1C
9: Cc1c(C(=O)NCc2ccccc2)c(-c2ccccc2)nn1-c1ccccc1
10: CO[C@H]1CN(C)C(=O)c2cc(NC(=O)c3ccccc3F)ccc2OC[C@H](C)N(CC2CC2)C[C@@H]1C

compound no.,6,7,8,9,10
PAX8 reporter,x,x,x,x,-2
PglD inh,5,-3,3,5,-1
LGR2 antag,x,x,-14,-5,13
GSIS activator,x,4,3,-18,-4
Cneo AK release,1,4,-2,-2,-46
ARNT TACC3 PPI,-1,1,-9,-1,3
C2C12 statin,0,15,3,14,-2
PGC1a acetyl inh,-4,-2,-8,14,1

11: CC(=O)c1c(C)nn(CC(O)COc2ccc3c(c2)CCC3)c1C (stereo unspecified)
12: CN(CC(=O)Nc1ccccc1C(F)(F)F)C(=O)c1ccccc1Sc1ccccc1C#N
13: Cc1noc(C)c1NC(=O)Nc1ccc2c(c1)C(=O)N([C@H](C)CO)C[C@H](C)[C@H](CN(C)Cc1ccc3c(c1)OCO3)O2
14: O=C(NCC1CC1)[C@@H]1[C@@H](CO)[C@@H]2Cn3c(ccc(-c4ccc(F)cc4)c3=O)[C@H]1N2
15: O=C(COc1ccc(Cl)cc1Br)NC(=O)NCc1ccccc1

compound no.,11,12,13,14,15
PAX8 reporter,x,3,12,-13,3
PglD inh,-4,4,-3,8,x
LGR2 antag,6,-4,-9,0,16
GSIS activator,-8,-16,9,40,-4
Cneo AK release,1,-1,47,50,x
ARNT TACC3 PPI,-3,0,-6,-4,-1
C2C12 statin,-29,3,5,-9,6
PGC1a acetyl inh,-5,-5,5,-4,-8

16: CC1(Oc2ccc(-n3ccnc3)cc2)CCN(Cc2cccn2-c2nccs2)C1 (stereo unspecified)
17: Cc1cc(S(=O)(=O)N2CCCCC2CCNC(=O)C(=O)NCC2CCCO2)ccc1F (stereo unspecified)
18: COc1ccc(CN(C)C(=O)c2ccc(NS(=O)(=O)c3ccccc3)cc2)c(OC)c1
19: O=C(CN1CCOCC1)N1N=C(c2cccs2)CC1c1cccs1 (stereo unspecified)
20: O=C(C1CCCN(S(=O)(=O)c2cnc[nH]2)C1)N1CCN(Cc2ccccc2)CC1 (stereo unspecified)

compound no.,16,17,18,19,20
PAX8 reporter,10,-6,-7,-7,x
PglD inh,1,1,-2,x,1
LGR2 antag,11,-6,0,12,x
GSIS activator,x,-30,11,1,x
Cneo AK release,3,2,0,0,2
ARNT TACC3 PPI,x,-11,-2,0,-2
C2C12 statin,-10,-2,7,4,-4
PGC1a acetyl inh,x,4,-6,3,6

21: CCCNC(=O)Nc1ccc2c(c1)OC[C@H](C)N(C(=O)C1CCC1)C[C@@H](C)[C@@H](OC)CN(C)C2=O
22: O=S1(=O)NC(=NC2CCCCCC2)c2ccccc21
23: CCCC(=O)Nc1ccc2c(c1)C(=O)N(C)[C@@H]1CC[C@@H](CC(=O)N3CCCCC3)O[C@@H]1CO2
24: COCC#Cc1ccc2c(c1)O[C@@H](CN(C)Cc1ccc(F)cc1)[C@H](C)CN([C@H](C)CO)S2(=O)=O
25: CCOC(=O)c1cc(-c2ccc(F)cc2)n(CC(=O)N2CCCC2)c1C

compound no.,21,22,23,24,25
PAX8 reporter,0,x,-18,x,x
PglD inh,2,-8,1,-1,3
LGR2 antag,7,x,-6,9,x
GSIS activator,0,x,0,12,x
Cneo AK release,-2,-1,0,1,-3
ARNT TACC3 PPI,-12,-6,-10,-15,-4
C2C12 statin,-5,8,12,-44,5
PGC1a acetyl inh,x,11,13,-37,-4

26: Nc1ccc(S(=O)(=O)c2ccc(N3CCOCC3)c(N)c2)cc1
27: CO[C@H]1CC[C@@H]2CCOc3c(C#N)cccc3C(=O)N(C)CC3(CCCCC3)CC(=O)N(C)C[C@@H]1O2
28: O=C(NCc1cccnc1)c1cc2nc(-c3ccc4c(c3)OCO4)cc(C(F)(F)F)n2n1
29: CC1CCCN(C(=O)c2ccc3ncsc3c2)C1 (stereo unspecified)
30: COc1ccccc1NC(=O)N1CCN(C(=O)Nc2ccccc2OC)CC1

compound no.,26,27,28,29,30
PAX8 reporter,-19,-7,1,-18,-14
PglD inh,2,-9,x,-5,-8
LGR2 antag,-1,7,-29,-3,16
GSIS activator,x,4,15,-5,34
Cneo AK release,-1,5,x,-3,-2
ARNT TACC3 PPI,x,-5,23,-1,-4
C2C12 statin,11,7,-6,2,x
PGC1a acetyl inh,x,3,3,x,3

31: COc1ccccc1-n1nc(C)cc1N
32: CCCn1c(SCC(=O)NCc2ccc3c(c2)OCO3)n[nH]c1=O
33: CC(C)CC1C(=O)N(Cc2cn(CCC3OCCO3)nn2)CCS(=O)(=O)N1Cc1ccc(-c2ccc(Cl)c(Cl)c2)cc1 (stereo unspecified)
34: COc1ccc(/C=C/C(=O)NC2CCCCC2C)cc1 (stereo unspecified)
35: FC(F)(F)c1ccncc1-c1nnc(C2CCCCC2)o1

compound no.,31,32,33,34,35
PAX8 reporter,-26,3,0,9,-11
PglD inh,1,5,1,9,22*
LGR2 antag,1,12,13,-17,1
GSIS activator,4,4,-9,5,6
Cneo AK release,-3,-2,9,1,1
ARNT TACC3 PPI,3,-10,x,4,0
C2C12 statin,u,4,5,-8,3
PGC1a acetyl inh,-4,15,-12,12,x

36: CC1Cc2ccccc2N1C(=O)CSc1nc2cc3c(cc2cc1C#N)OCO3 (stereo unspecified)
37: O=C(CCCO)NNc1c2ccccc2nc2ccccc12
38: Cc1ccc(/C=C/C(=O)O)cc1S(=O)(=O)Nc1ccc2c(c1)OCO2
39: CN(C)S(=O)(=O)c1ccc(N2CCOCC2)c(C(=O)O)c1
40: S=C(NCc1cccs1)Nc1cccc(Cl)c1

compound no.,36,37,38,39,40
PAX8 reporter,6,0,10,x,x
PglD inh,-4,x,2,-3,x
LGR2 antag,x,-11,-8,x,-14
GSIS activator,x,-1,38,x,-49
Cneo AK release,0,x,2,-1,x
ARNT TACC3 PPI,0,1,-7,-8,-3
C2C12 statin,-12,x,0,7,31
PGC1a acetyl inh,-17,x,5,4,5

41: CCC(C)NC(=O)CSc1nnc(-c2ccc(OC)c(OC)c2)c(-c2ccc(OC)c(OC)c2)n1 (stereo unspecified)
42: CCOCCCNS(=O)(=O)c1ccc2c(c1)oc(=O)n2CC(=O)OCC
43: Cc1ccc(N2CC(C(=O)Nc3ccc4c(c3)OCO4)CC2=O)cc1 (stereo unspecified)
44: COc1ccccc1/C=C1\SC(=S)N(CCC(=O)N2CCCCC2CCO)C1=O (stereo unspecified)
45: Fc1ccc2cnc(-c3cccnc3)cc2c1

compound no.,41,42,43,44,45
PAX8 reporter,1,x,x,-2,-87
PglD inh,-4,-7,-3,-5,-7
LGR2 antag,8,-13,x,10,-58
GSIS activator,x,-8,4,-8,16
Cneo AK release,0,0,6,2,0
ARNT TACC3 PPI,-17,3,-26,7,-2
C2C12 statin,7,-11,4,41,-1
PGC1a acetyl inh,x,3,6,2,4

46: CN(CCO)c1ccc(C(C(=O)c2ccccc2)c2ccc(N(C)CCO)cc2)cc1
47: COc1ccccc1NC(=O)N1CCN(c2ccnc3cc(Cl)ccc23)CC1
48: O=C(c1cccc(F)c1)N1CCC(c2nc3ccccc3s2)CC1
49: C[C@H](CO)N1C[C@H](C)[C@@H](CN(C)S(=O)(=O)c2ccccc2C#N)OCc2cnnn2CCCC1=O
50: CCOC(=O)c1[nH]c(CO)c(C(=O)OCC)c1C

compound no.,46,47,48,49,50
PAX8 reporter,-13,0,19,-10,18
PglD inh,-2,x,6,-4,-3
LGR2 antag,0,-3,4,-15,-10
GSIS activator,8,1,1,-1&-1,28
Cneo AK release,-1,x,9,-1,0
ARNT TACC3 PPI,7,0,-7,x,-10
C2C12 statin,-2,x,4,-2,-4
PGC1a acetyl inh,1,x,x,20,x

51: C[C@@H]1CN([C@H](C)CO)C(=O)Cc2cc(NC(=O)Nc3ccccc3)ccc2O[C@H]1CN(C)C(=O)Nc1ccc2c(c1)OCO2
52: COc1ccc(C(NC(=O)C2CCN(CCCOc3ccccc3)CC2)c2ccccn2)cc1 (stereo unspecified)
53: CCc1ccc(N(CC(=O)Nc2ccccc2C(=O)N2CCCC2)S(C)(=O)=O)cc1
54: CC(C)n1c(COc2ccccc2)nc2ccccc21
55: Nc1nc2ccc(S(=O)(=O)N3CCCCC3)cc2s1

compound no.,51,52,53,54,55
PAX8 reporter,-4,8,x,-26,2
PglD inh,3,-1,-3,3,3
LGR2 antag,-7,-20,-12,5,13
GSIS activator,-8,x,x,0,-2
Cneo AK release,-9,0,2,13,0
ARNT TACC3 PPI,-3,x,30,-20,0
C2C12 statin,32,4,4,2,41
PGC1a acetyl inh,7,2,x,-5,-1

56: Cc1cn([C@H]2C[C@H](O)[C@@H](CCC(=O)NCCc3cnc[nH]3)O2)c(=O)[nH]c1=O
57: C[C@@H]1CN([C@H](C)CO)C(=O)c2cc(-c3cccc(C(=O)N(C)C)c3)cnc2O[C@H]1CN(C)C
58: CCOc1ccc(N2C(=O)CC(NC3CCN(C(=O)c4ccc(F)cc4)CC3)C2=O)cc1 (stereo unspecified)
59: CCCCn1nc(C(=O)Nc2ccccc2N2CCCC2)c2ccccc2c1=O
60: C[C@H](CO)N1C[C@H](C)[C@@H](CN(C)Cc2ccc(C(=O)O)cc2)OCCCC[C@H](C)Oc2ccc(NC(=O)c3ccccc3)cc2C1=O
61: Cc1cc(C(=O)Nc2nnc(C(F)(F)F)s2)no1

compound no.,56,57,58,59,60,61
PAX8 reporter,0,x,-66,18,4,x
PglD inh,-7,0,3,3,3,x
LGR2 antag,-5,16,7,0,-14,2
GSIS activator,-4,29,-1,-3,10,-48
Cneo AK release,-2,1,15,0,39,x
ARNT TACC3 PPI,0,-16,-10,6,-3,-18
C2C12 statin,-1,0,-1,-11,x,-3
PGC1a acetyl inh,x,13,x,-27,23,-1

# Compound activity deposited in PubChem BioAssay by Broad Institute.
